EBV LMP1 NFkB: Epstein-Barr LMP1 NF-kappaB reporter inhibition; LMP1-induced NF-kappaB luciferase reporter cells, luminescence; inhibition, % at 12.5 µM; 0.69% of 350,000 active; in the data active = inhibition above about 41%;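 note: 0% = neutral control wells and 100% = reference inhibitor control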
TRAIL sens C8: caspase-8 TRAIL sensitization; NB7+C8 cells + TRAIL, ATPlite viability luminescence; inhibition (viability loss, TRAIL sensitization), % at 10 µM; 1% of 360,000 active;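 active = compounds causing at least 50% loss of cell viability in the single-dose screen, relative to plate controls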
TLR9-MyD88 block: blocks human TLR9 binding to MyD88. AID 504734. inhibition, % at 4.98 µM. 0.21% of 340,000 active. CHO BLA complementation TLR9-MyD88, CCF4 FRET ratio;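 active = inhibition above the mean over all tested compounds plus 3 SD, cut at about 21% in these data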;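 note: 0% = DMSO only wells and 100% = clavulanate BLA inhibitor control wells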
SRC2 inh: human SRC2 (NCOA2) inhibition | inhibition, % at 9 µM | Q15596 | HEK293 GAL4-SRC2 luciferase reporter, luminescence | 0.17% of 370,000 active;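 active = inhibition above the mean inhibition of all tested compounds plus 3 SD, set per campaign, cut at about 52% in these data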;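 note: 0% = DMSO treated cells and 100% = cells given Gossypol at 36 µM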
NOD2-RIPK2 inh: inhibitors of human NOD2-RIPK2 interaction | AID 624267 | 0.38% of 360,000 active | inhibition, % at 4.98 µM | CHO BLA complementation NOD2-RIPK2, CCF4 ratio; in the data active = inhibition above about 21%;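 note: 0% = vehicle only and 100% = reference blocker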
NR2F2 inh: blocks human COUP-TFII nuclear receptor; HEK293T NGFI-A luciferase reporter, luminescence; inhibition, % at 8.6 µM; 0.7% of 370,000 active; AID 686940;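 active = inhibition above a per-plate cutoff, mean inhibition of test wells between control levels plus 3 SD, cut at about 38% in these data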;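 note: cells cotransfected with COUP-TFII expression vector driving the NGFI-A reporter; 0% = median of COUP-TF2 test wells and 100% = reporter-only cells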
SRC1 inh: inhibitors of human steroid receptor coactivator 1 (SRC1); HEK293 GAL4-SRC1 luciferase reporter, luminescence; inhibition, % at 3.6 µM; 0.12% of 360,000 active; AID 588354;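 active = inhibition above the campaign mean plus 3 SD, with each screening campaign given its own cutoff, cut at about 60% in these data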;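 note: 0% = DMSO treated cells and 100% = gossypol at 36 µM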
NCOA3 inh: inhibitors of human steroid receptor coactivator 3 (SRC3); inhibition, % at 3.6 µM; 0.17% of 360,000 active; HEK293 GAL4-SRC3 luciferase reporter, luminescence; Q9Y6Q9; AID 588352;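 active = inhibition above a per-campaign cutoff, the mean of all compounds plus 3 SD, cut at about 60% in these data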;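 note: 0% = DMSO-treated cells and 100% = gossypol-treated cells at 36 µM; higher means less SRC3-driven luciferase light from the GAL4 reporter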
TROY NFkB inh: blocks TROY-dependent signaling in reporter cells | Q293 LMP1-TROYcd NF-kB luciferase reporter, 4 h | 0.98% of 360,000 active | inhibition, % at 10 µM;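 active = compounds whose plate-normalised and pattern-corrected inhibition of the luciferase reporter signal at the single screening dose is 50% or more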
Vif imaging: blocks HIV Vif function; HEK293T cells, Vif self-association by quenched fluorescence, imaging, 24 h; inhibition, % at 7.49 µM; 0.35% of 340,000 active; in the data active = inhibition above about 50%, passing the limit was not always enough; note: some results filed as inactive read as strong as hits
NR5A2 inv ag: NR5A2 inverse agonism in reporter assay; O00482; HEK293T StAR-luciferase reporter, LRH-1 transfected, 24 h; inhibition, % at 3.6 µM; 0.13% of 360,000 active;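 active = inhibition above the mean inhibition of all tested compounds plus 3 SD, cut at about 73% in these data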;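 note: 0% = DMSO wells and 100% = reporter-only cells lacking LRH-1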
* = called active by the depositor; x = no result given. These rows are one share of the data (hit frequency here may not be typical).

SMILES | EBV LMP1 NFkB | TRAIL sens C8 | TLR9-MyD88 block | SRC2 inh | NOD2-RIPK2 inh | NR2F2 inh | SRC1 inh | NCOA3 inh | TROY NFkB inh | Vif imaging | NR5A2 inv ag
COc1cc(OC)cc(C(=O)NNC(=O)c2cc(=O)[nH]c3ccccc23)c1 | -1 | 1 | -2 | -4 | -12 | -13 | -11 | 0 | -21 | -3 | 16
Cc1ccccc1N1C(=O)N(c2cccc(C(F)(F)F)c2)C2CS(=O)(=O)CC21 (centres undefined) | 2 | 2 | 5 | 0 | -7 | 10 | -18 | 16 | -1 | 29 | -5
Cc1ccc([N+](=O)[O-])cc1N/C=C/C(=O)c1ccco1 | -39 | 30 | 4 | -49 | 3 | -2 | -84 | -46 | -27 | -9 | -111
COc1ccccc1N1CCN(C2CCCN(C(=O)c3ccoc3)C2)CC1 (centres undefined) | -4 | -10 | 4 | 5 | 2 | 17 | -9 | 14 | -17 | -6 | 8
COc1ccc(S(=O)(=O)NCc2ccco2)cc1C(=O)N1CCOCC1 | 2 | -11 | -2 | 18 | -7 | -10 | -8 | -16 | -21 | 37 | 8
CCOC(=O)N1CCc2cc(OC)c(OC)c3c2c1cc1cc(OC)c(OC)cc13 | 1 | 11 | -6 | 14 | 2 | 11 | 0 | 7 | 15 | 24 | 60
CCN(CC)C(=S)SC1CCCCN(C(=O)c2ccccc2)C1=O (centres undefined) | 0 | 1 | 0 | 21 | -2 | 5 | 4 | 8 | 6 | 2 | 6
CCCc1cc(=O)oc2c(C)c(OS(C)(=O)=O)ccc12 | -4 | 21 | 3 | -12 | -6 | 12 | -22 | 0 | -9 | x | 16
CCCCn1c(N)c(N(Cc2ccccc2OC)C(=O)C(C)Oc2ccc(F)cc2)c(=O)[nH]c1=O (centres undefined) | 5 | -9 | 3 | 1 | 2 | 3 | -3 | -30 | 2 | 4 | 4
CC(C)(C)NC(=S)NC(=O)C12CCC3CC(CC(C3)C1)C2 | -33 | -7 | -1 | 2 | 0 | 13 | -4 | 2 | 7 | 0 | -7
COC(=O)[C@H](C)NC(=O)NCc1ccco1 | -2 | -1 | -6 | x | -8 | x | -19 | 5 | -5 | 1 | -19
Cc1ccc([N+](=O)[O-])cc1S(=O)(=O)NCCc1cn2ccccc2n1 | 1 | 9 | 0 | 12 | -5 | -6 | -1 | 1 | -1 | 3 | -12
O=S(=O)(c1ccc(Cl)cc1)N1CCC(n2cnc3cc(C(F)(F)F)ccc32)CC1 | 7 | -8 | -5 | 14 | 0 | 1 | 2 | 9 | 17 | -8 | 10
COc1ccc(N2CCN(CC(O)COC(c3ccc(F)cc3)c3ccc(F)cc3)CC2)cc1 (centres undefined) | 5 | -3 | 3 | -1 | 0 | -17 | -26 | 8 | 8 | -13 | -15
Cc1c(NC(=S)NC(=O)c2ccc(-c3ccc(Cl)cc3)o2)cccc1C(=O)O | -1 | 5 | 3 | 6 | 4 | -9 | -11 | -14 | 13 | 4 | -27
O=[N+]([O-])c1ccc(N/N=C/c2ccccc2O)cc1 | 2 | 12 | 8 | -49 | 27* | -48 | -27 | -77 | 32 | -18 | 29
Clc1ccc(-c2cnc3n2CCCCC3)cc1 | -8 | -8 | 8 | -2 | 0 | 8 | -24 | 14 | 26 | 3 | -4
COCCNC(=O)COc1ccc(C)cc1C(=O)c1cc(C#N)c(=O)n(C2CC2)c1 | -5 | -11 | -2 | -27 | -7 | -15 | 15 | 0 | -3 | -5 | 12
NNC(=O)c1csc(-c2ccc(C(F)(F)F)cc2Cl)n1 | -15 | -8 | 1 | -3 | 0 | 4 | 10 | 4 | 19 | -9 | -2
CC(C)CC(=O)Nc1ccc(-c2cn3cccnc3n2)cc1 | -3 | 29 | 2 | -18 | 2 | -8 | -17 | -28 | -47 | -1 | -51
Cc1cc(C)c2c(n1)sc1c(=O)n(CC(=O)c3ccccc3)cnc12 | -36 | 28 | -4 | -14 | -10 | -11 | -73 | 0 | -76 | 0 | -12
O=C(NCCCl)Nc1cccc(Br)c1 | -1 | -6 | 1 | -6 | 11 | 18 | 8 | -9 | 13 | -4 | -13
Cc1nc(-c2ccccc2)sc1-c1nnc(C2CC2)o1 | -3 | 3 | -1 | -71 | 15 | -19 | -80 | -37 | -32 | -7 | -38
Cn1cc(Br)c(C(=O)Nc2nccs2)n1 | -7 | -3 | 1 | -32 | -12 | -11 | -29 | -16 | -31 | -7 | -15
O=C(O)c1ccc(C(=O)Nc2cccc3ccccc23)c(C(=O)O)c1 | -17 | 6 | -5 | 1 | -3 | 24 | 0 | -1 | 25 | -2 | 6
Cc1ccc(CNC(=O)CCn2c(=O)oc3ccccc32)cc1 | -2 | 9 | 4 | 7 | -8 | -7 | -2 | 19 | -16 | -2 | 1
CCOc1ccc(C(=O)COC(=O)c2c(-c3ccccc3)noc2C)cc1 | 2 | -4 | -8 | 21 | 1 | 23 | -23 | -5 | 16 | -10 | -9
Cc1sc(=NC(=O)c2ccco2)n(C)c1-c1ccc(F)cc1 | -5 | 60* | -3 | -36 | -12 | -15 | -82 | -63 | -26 | 5 | -190
CCOC(=O)c1sc(=S)n(-c2ccccc2OC)c1N | 3 | 0 | -6 | -18 | -3 | 11 | -6 | 9 | -14 | -5 | 3
COc1cc2c(cc1OC)C(C)N(C(=O)c1cccs1)CC2 (centres undefined) | 6 | -14 | -9 | -34 | -3 | 14 | -2 | 4 | 18 | 2 | 15
O=C1OCCN1C(=O)[C@H]1[C@H](c2ccc(F)cc2)C(c2cccc(Cl)c2)=NN1c1ccccc1 | -4 | -8 | -5 | -11 | 28* | -4 | -16 | -17 | -4 | -2 | 9
CCc1cccc(NS(=O)(=O)c2ccc3c(c2)NC(=O)CC(=O)N3)c1 | -8 | 0 | 0 | 5 | -5 | 6 | 7 | 13 | -18 | -6 | -1
Cc1cc(=O)[nH]c(SCC(=O)Nc2ccc(N3CCCCC3)cc2)n1 | 2 | 2 | -1 | -15 | 6 | 10 | 3 | 0 | -12 | -3 | -14
COC(=O)[C@]1(CC(C)C)N[C@H](c2ccc(-c3ccc(C(C)=O)cc3)cc2)[C@@H]2C(=O)N(C)C(=O)[C@@H]21 | 0 | -8 | -1 | 3 | 7 | -24 | -4 | -21 | -24 | 12 | -30
Nn1cc(-c2ccccc2)nc1SCC(=O)NCCN1C(=O)CSC1=O | -8 | -3 | -1 | 3 | -2 | -3 | -8 | -7 | 11 | 15 | 10
CC1(C)CC(=O)C(C=Nc2ccc(C(=O)c3ccccc3)cc2N=CC2=C(O)CC(C)(C)CC2=O)=C(O)C1 | -5 | -4 | 18 | -4 | 27* | 5 | -1 | 9 | 2 | -2 | 5
Cc1ccc(S(=O)(=O)n2ccc(=O)[nH]2)cc1 | -10 | 3 | -4 | 10 | -2 | -1 | -13 | -18 | -10 | -1 | 7
Cc1cc(C)nc(SCC(=O)Oc2ccc3oc(=O)cc(C)c3c2)n1 | -3 | 1 | -1 | -35 | 1 | 7 | -13 | 3 | -5 | 14 | 4
COc1ccc(CCNC(=O)c2cccnc2SC)cc1 | -3 | -2 | 5 | 14 | 5 | -1 | 2 | 8 | 13 | 1 | -16
CC1(C(=O)NS(=O)(=O)c2ccccc2Cl)CCN1C(=O)CCc1cccs1 (centres undefined) | x | -11 | x | -3 | -13 | -23 | -4 | 12 | 2 | -4 | -4
CC(C)CNS(=O)(=O)c1ccc(S(=O)(=O)N2CCCN(Cc3ccccc3)C2)cc1 | -61 | 3 | -5 | x | -6 | x | 6 | 4 | -12 | 7 | -1
Cc1ccc(C(C)C)cc1OCC(=O)Nc1ccc(N2CCCCC2)cc1 | 8 | 3 | 0 | 15 | 4 | -10 | -16 | -14 | -8 | 0 | 21
Cc1ccc(Cn2nnc3c(=O)n(Cc4ccccc4C)cnc32)cc1 | 5 | 11 | -1 | 9 | 0 | 0 | -2 | 2 | -16 | -1 | 9
COc1cccc(C2NC(=O)NC(C)=C2C(=O)OCCSC)c1OC (centres undefined) | -5 | -23 | -3 | -22 | -10 | 7 | 9 | 21 | 10 | x | 6
CC(=O)O[C@H](CC(=O)O)C[N+](C)(C)C | 59* | -4 | -4 | -9 | -21 | 0 | 2 | -8 | -15 | -2 | -16
CCN(CC(=O)Nc1c(F)cccc1F)C(=O)c1ccc(Sc2nncn2C)c([N+](=O)[O-])c1 | -2 | -31 | 3 | -2 | 8 | 10 | -37 | 7 | -17 | x | 1
C/C(N)=C(/C#N)C(=O)COc1ncnc2ccccc12 | 4 | 22 | -6 | -6 | -6 | -2 | 2 | -18 | 3 | x | -3
CCC(C)c1ccc(OCC(=O)Nc2ccc(CN3CCOCC3)cc2)cc1 (centres undefined) | 3 | 19 | -16 | 9 | 0 | 28 | -15 | 9 | 10 | -9 | 6
Cc1cc(C(=O)COC(=O)Cc2c(F)cccc2Cl)c(C)n1C | 34 | 13 | 5 | -73 | -10 | -53 | -74 | -85 | 6 | -5 | -129
Cc1nn(C)cc1S(=O)(=O)Nc1cccc(Cl)c1 | 3 | -1 | 3 | -7 | -2 | 3 | -21 | 13 | 5 | 11 | -4
Other compounds follow:
SMILES | EBV LMP1 NFkB | TRAIL sens C8 | TLR9-MyD88 block | SRC2 inh | NOD2-RIPK2 inh | NR2F2 inh | SRC1 inh | NCOA3 inh | TROY NFkB inh | Vif imaging | NR5A2 inv ag
CNc1c(C(=O)O)ccc2c1C(=O)c1ccccc1C2=O | 7 | -11 | -3 | -13 | -10 | 0 | 4 | 19 | 12 | x | 18
O=[N+]([O-])c1ccc(S(=O)(=O)Nc2nc3ccccc3nc2Nc2ccccc2)cc1 | 11 | 38 | x | -19 | -6 | -6 | -66 | 21 | -7 | 0 | -5
COc1cccc(NC(=O)N2CCN(c3nc(-c4cccc(OC)c4)cs3)CC2)c1 | 24 | 8 | -3 | 7 | 1 | 16 | 14 | 15 | 37 | 3 | -2
CNC(=S)N/N=C(\C)c1ccc2c(c1)OCO2 | -8 | -7 | 9 | 1 | -3 | -8 | -1 | 8 | 11 | 8 | -4
O=C(Nc1cccc(O)c1)C1CCCN1C(=O)OCc1ccccc1 (centres undefined) | 3 | 4 | 4 | -11 | -1 | -8 | 10 | -13 | -5 | 5 | 8
CN(C)c1ccc(P(=O)(OCc2ccccc2)C(O)c2ccccc2)cc1 (centres undefined) | -10 | -24 | 5 | 8 | -2 | -10 | -9 | -2 | -9 | -3 | -16
O=Cc1ccc(OCC(=O)Nc2ccccc2-c2ccccc2)cc1 | -3 | -8 | 2 | -8 | -9 | 20 | 1 | 12 | 13 | 1 | 19
CC1=NN(c2ccc(C(=O)O)cc2)C(=O)/C1=C\c1ccc(OC(=O)c2cccs2)cc1 | -9 | -5 | -8 | 2 | 4 | -1 | -4 | -4 | -4 | 2 | -28
